# CRFR2-BP antag = antagonists of CRF-BP/CRF-R2 complex, primary screen, cell-based, HEK293, calcium dye fluorescence, uHTS; CRF-induced calcium fluorescence; inhibition, % at 11.8 µM; actives 0.59% (n = 350,000); AID 588475, 2011;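 active means inhibition of the ligand-induced calcium signal above about 50% at the single tested concentration, limit read from the data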
# VIM-2 inhibitor = VIM-2 metallo-beta-lactamase inhibitors, primary screen, biochemical, epi-absorbance readout, Pseudomonas aeruginosa enzyme; purified VIM-2, nitrocefin hydrolysis, epi-absorbance fluorescence; inhibition, % at 5.6 µM; actives 0.89% (n = 290,000);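 active means inhibition above the mean of all tested compounds plus 3 SD, cutoff set per screening run, cut at about 7.5% in these data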;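 further: red hydrolysis product quenches plate fluorescence so inhibitors raise well fluorescence; 0% = enzyme with DMSO and 100% = DMSO without enzyme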
# IDE inh = human IDE inhibitors in live cells, primary screen, fluorescence polarization, HEK cells, FAbetaB substrate | actives 0.41% (n = 320,000) | inhibition, % at 5.59 µM | FAbetaB cleavage;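 active means percent inhibition above the average of all tested compounds plus 3 SD, set per screening campaign, cut at about 16% in these data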;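 further: IDE supplied by intact live HEK cells; FP after avidin binding of uncleaved biotin substrate so inhibition keeps polarization high; 0% = DMSO wells and 100% = 60 µM reference IDE inhibitor Ii1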
# GalR3 antag = GalR3 antagonists in HEK293 cells, primary screen, cell-based, fluorescence readout. HEK293 GalR3-CNG cAMP membrane potential fluorescence; galR3 body fused to GalR1 C-terminus. Galanin receptor type 3 (Homo sapiens), O60755. actives 0.44% (n = 360,000). inhibition, % at 3 µM;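 active means inhibition above the screen-wide average plus 3 SD, cut at about 13% in these data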;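 further: forskolin and galanin both at EC90 stimulate the cells; cAMP rise reported by CNG channel membrane potential dye signal; 0% = forskolin plus galanin with DMSO and 100% = forskolin alone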
# Target sequence (O60755 1-299 limits assumed): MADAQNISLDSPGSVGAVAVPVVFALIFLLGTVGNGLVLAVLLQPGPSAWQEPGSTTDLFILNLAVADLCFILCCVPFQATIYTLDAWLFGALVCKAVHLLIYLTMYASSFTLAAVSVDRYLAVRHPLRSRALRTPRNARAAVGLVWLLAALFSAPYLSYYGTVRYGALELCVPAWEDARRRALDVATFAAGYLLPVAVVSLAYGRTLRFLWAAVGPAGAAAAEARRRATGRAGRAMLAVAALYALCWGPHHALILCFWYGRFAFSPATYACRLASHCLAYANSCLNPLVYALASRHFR
# IMP-1 inhibitor = IMP-1 metallo-beta-lactamase inhibitors, primary screen, biochemical, epi-absorbance readout, Pseudomonas aeruginosa enzyme | actives 0.45% (n = 290,000) | purified IMP-1, nitrocefin hydrolysis, epi-absorbance fluorescence | metallo-beta-lactamase IMP-1 (Pseudomonas aeruginosa) | inhibition, % at 5.6 µM;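 active means inhibition above the mean plus 3 SD of all compounds in the same screening run, cut at about 4.5% in these data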;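 further: 0% = IMP-1 with DMSO and 100% = DMSO wells lacking enzyme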
#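 Assay system: purified IMP-1; Quantity: IMP-1 0.2 nM before substrate addition; Medium: HEPES buffer pH 7.1 with ZnSO4 and Brij 35; Incubation: 15 min enzyme–compound preincubation, then 25 min nitrocefin reaction, 25 °C; Signal: fluorescence quenching readout, ex 480/em 530 nm; Controls: DMSO with and without IMP-1; Repeats: singlicate testing.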
# NS3 helicase inh = inhibitors of HCV NS3 helicase, primary screen, biochemical, Cy5 molecular beacon fluorescence. Hepatitis C virus NS3 helicase. NS3 helicase DNA unwinding. actives 0.56% (n = 290,000). inhibition, % at 10.9 µM;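 active means inhibition above the mean of all tested compounds plus 3 SD, set per campaign, cut at about 35% in these data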;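 further: 0% = DMSO wells and 100% = thioflavine S control wells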
#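 Material: hepatitis C virus NS3 helicase domain fragment enzyme; measured by: Cy5 fluorescence, 0 and 60 min reads; control set: DMSO and thioflavine S; incubation: 60 min unwinding reaction at 25 °C after ATP addition; read-out basis: % inhibition from 60/0 min fluorescence ratio, DMSO 0%, thioflavine S 100%; repeats: singlicate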
# pCIP destab = p/CIP-EGFP fusion destabilizers, primary screen, fluorescence, F442A cells; 16 h; actives 0.01% (n = 290,000); decrease of EGFP signal, % at 10 µM; Q05BA5; AID 1984, 2009;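 active means EGFP signal decrease of at least 30% at 10 µM or well 3 SD below plate mean, unless failing retest; inactive means the rest, including hits failing retest or dose response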; further: some compounds called inactive have numbers as strong as hits; many of its hits are not listed in these tables
# UBC9 SUMO inh = inhibitors of in vitro SUMOylation cascade, primary screen, biochemical, HTRF, uHTS; HTRF SUMOylation assay, SAE1/SAE2 + UBC9; inhibition, % at 35 µM; actives 0.36% (n = 290,000); in the data active means inhibition above about 50%, passing the limit was not always enough; further: strong numbers were not always called active
# Target sequence (P63279 whole entry, looked up): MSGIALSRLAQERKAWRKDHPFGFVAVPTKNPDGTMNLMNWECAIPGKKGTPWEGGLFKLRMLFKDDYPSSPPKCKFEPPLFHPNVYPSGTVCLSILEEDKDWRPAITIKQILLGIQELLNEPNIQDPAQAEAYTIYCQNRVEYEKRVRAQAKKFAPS
# IDE cell activ = human IDE activators in live cells, primary screen, fluorescence polarization, HEK cells, FAbeta-B substrate; Insulin-degrading enzyme (Homo sapiens), P14735; FAbeta-B cleavage; 0% vehicle, 100% cell-free pure enzyme wells; activation, % at 5.96 µM; actives 0.073% (n = 340,000);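 active means activation above the mean of all tested compounds plus 3 SD, set per screening campaign, cut at about 17% in these data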
# * hit, by the source's call; . = no result given.
SMILES,CRFR2-BP antag,VIM-2 inhibitor,IDE inh,GalR3 antag,IMP-1 inhibitor,NS3 helicase inh,pCIP destab,UBC9 SUMO inh,IDE cell activ
CCOC(=O)COn1c(=O)c(-c2cccs2)[n+]([O-])c2ccccc21,4,0.6,-3,1,-1.8,-1,-3,-3,2
COc1cc(NC(=S)N2CCN(C(=O)c3ccco3)CC2)c(OC)cc1Cl,-21,-0.4,-4,0,0.3,-1,-5,17,-7
COCCCn1c(C(=O)Nc2ccc3c(c2)OCO3)cc2c(=O)n3ccccc3nc21,12,-0.3,0,-9,-3.3,5,-9,39,2
Cc1ccccc1C(=O)Nc1ccccc1NC(=O)c1ccccc1Br,-4,-1.5,2,-8,-2.8,4,1,-4,3
CC(C)(C)N(NC(=O)OCc1ccccc1)C(=O)c1ccccc1,8,-3.9,-1,-7,-4.8,-3,0,17,2
C#CNC(=O)C1(CC=C)CCNCC1,4,.,-1,4,.,.,.,.,0
NC(=O)N/N=C/c1cn(-c2ccccc2)nc1-c1ccccc1,-10,-1.1,7,-2,-4.8,-12,1,-1,4
O=C(CSC(=S)N1CCSCC1)c1ccccc1,8,0.4,.,-2,-3.4,-4,10,8,4
COc1cc(/C=C/C2=NNC(=O)CC2)cc(OC)c1OC,-6,-4.3,6,20*,-5.3,-5,-4,6,-6
CCN(CC)CCCn1c(C)cc2c(c1=O)C(c1cc(OC)c(OC)cc1OC)C(C#N)=C(N)O2 (stereo not drawn),-3,-1.8,-4,1,-1.6,3,10,23,4
CCc1cc2c(N3CCN(C(=O)c4ccco4)CC3)ncnc2s1,-2,-1.2,3,0,-3.2,-11,-16,6,-2
CCc1c(C(=O)NN2C(=O)C3CCCCC3C2=O)csc1C (stereo not drawn),-3,1.3,3,0,-1.3,-5,0,-5,3
CN1/C(=C\C(=O)C[n+]2cccc(Br)c2)C(C)(C)c2ccccc21,-1,-1.0,-2,-11,-1.5,-7,-5,3,-5
O=c1c2ccc([N+](=O)[O-])cc2ncn1Cc1ccccc1C(F)(F)F,-6,-1.4,1,-2,-1.5,-1,1,-2,2
Cc1cccc(/C=C\c2nc3ccccc3c(=O)[nH]2)c1,-43,-3.8,6,-7,-1.3,-14,-14,-12,-3
CCCn1c(NCc2cc(C)ccc2O)nc2ccccc21,40,-2.1,-5,-2,-1.9,-7,8,5,1
CC(C)NC(=O)c1ccc(-n2nc(C(F)(F)F)c3c2CCCC3)cc1,-55,-0.4,7,2,-2.7,-4,6,6,5
O=C(O)c1cccc(-n2cccc2/C=C2/NC(=O)N(c3cccc(Cl)c3)C2=O)c1,6,-0.3,5,-3,-0.5,32,4,16,2
CC(C)(C)c1cn(-c2ccc(F)cc2)c(=S)[nH]1,24,-4.3,5,-4,-4.4,-2,-2,-3,-1
CC(C)(C)NC(=O)C(c1ccc(O)cc1)N(Cc1ccccc1)C(=O)CCC(=O)Nc1nccs1 (stereo not drawn),-16,-2.5,-3,-2,-1.3,-7,-28,13,0
COc1ccc(N(C)C(=O)c2sc(Cl)nc2C)cc1,5,-1.1,1,-13,-1.6,8,4,0,-7
COc1ccc(C(=O)N(CC2CCCO2)C(C(=O)NCCC(C)C)c2ccc(C)cc2)cc1OC (stereo not drawn),2,-2.9,2,-5,-5.0,-2,-8,1,3
COc1cccc(N2CCC(N3CCN(C)C(CCO)C3)CC2)c1 (stereo not drawn),17,-2.5,2,-3,-0.9,5,2,-2,6
C[C@H](NC(=O)NC1CCCc2ccccc21)C(=O)O (stereo partly drawn),-2,-1.5,3,.,-0.8,1,-7,0,0
NC(=O)C1(C(N)=O)OC1c1ccc(Cl)c(Cl)c1 (stereo not drawn),-2,-1.9,-2,5,-3.6,-13,9,-3,4
O=c1c(C(c2nnnn2C2CCCCC2)N2CCCCC2)coc2ccc(Cl)cc12 (stereo not drawn),-1,-0.4,5,-3,-2.1,0,-4,15,3
COc1cc(C(C)=O)ccc1OCC(=O)Nc1ccc2nc(C)sc2c1,-3,.,-1,-4,.,.,.,.,-2
N#Cc1sc2nc3c(c(-c4ccco4)c2c1N)CCCC3,-1,2.2,2,4,0.3,14,-8,42,-1
Cc1ccccc1C(=O)NCCCc1ccccc1,16,2.0,2,-3,-0.7,3,-9,3,0
O=C(Cc1c[nH]c2ccccc12)Nc1nc2ccccc2[nH]1,-52,-3.6,4,-2,-3.9,-1,0,2,2
CC(=O)c1ccc(N2CCN(S(=O)(=O)c3ccc4c(c3)CC(C)N4C(=O)C3CC3)CC2)cc1 (stereo not drawn),2,0.8,-3,-1,1.2,-2,-14,-3,3
Cc1cccc(C)c1OCC(O)CNC(C)(C)C (stereo not drawn),-4,0.7,2,-5,-0.7,-2,-2,7,5
COc1ccc(C)cc1N(CC(N)=O)S(=O)(=O)c1ccc(C)cc1,-9,-2.1,2,-3,-1.7,7,-6,2,5
Cc1ccc2nc(SCC(=O)Nc3ncccn3)[nH]c2c1,3,-1.5,-3,-5,-3.5,-2,2,-1,-2
CCCN(CCC)CCNC(=O)c1cc2c(=O)n(CC)c3ccccc3c2s1,1,10*,-4,-8,-1.1,-26,3,17,8
COc1cc(/C=N/NC(=O)NC23CC4CC(CC(C4)C2)C3)ccc1O,-18,0.2,0,-10,-2.4,-34,-13,-11,2

# For reference, some entries already given.
SMILES,CRFR2-BP antag,VIM-2 inhibitor,IDE inh,GalR3 antag,IMP-1 inhibitor,NS3 helicase inh,pCIP destab,UBC9 SUMO inh,IDE cell activ
Cc1ccc2nc(SCC(=O)Nc3ncccn3)[nH]c2c1,3,-1.5,-3,-5,-3.5,-2,2,-1,-2
CCCN(CCC)CCNC(=O)c1cc2c(=O)n(CC)c3ccccc3c2s1,1,10*,-4,-8,-1.1,-26,3,17,8
COc1cc(/C=N/NC(=O)NC23CC4CC(CC(C4)C2)C3)ccc1O,-18,0.2,0,-10,-2.4,-34,-13,-11,2

# (listing goes on)
SMILES,CRFR2-BP antag,VIM-2 inhibitor,IDE inh,GalR3 antag,IMP-1 inhibitor,NS3 helicase inh,pCIP destab,UBC9 SUMO inh,IDE cell activ
CC(C)c1nc2c(c(=O)c3ccccc3n2C)c(=O)n1CCc1ccccc1,11,1.4,2,-4,-3.2,9,-13,5,.
CC1(C)C(=O)OC(c2cccn2-c2cccc([N+](=O)[O-])c2)C2(CCCCC2)C1=O (stereo not drawn),.,-0.8,2,-3,0.0,-5,-11,-8,.
COc1ccc(N2CCN(C(=O)CCNS(=O)(=O)c3ccc(Br)s3)CC2)cc1,5,-2.4,3,3,-3.8,4,-10,2,-5
O=C(NCc1ccccc1)C(=O)Nc1cccc(C(=O)O)c1,5,-2.7,5,-7,-1.3,-2,-20,2,-2
COc1ccc2[nH]c3ccccc3c2c1,13,-2.3,10,-5,-1.4,-7,-1,30,-1
O=C(Oc1cc(Cl)ccc1Cl)c1ccc(N2CCOCC2)c([N+](=O)[O-])c1,-15,-3.0,7,1,-3.5,-3,-2,-1,4
CSC(=O)NC(=O)NC(=O)c1ccc([N+](=O)[O-])cc1,-5,-1.7,3,-7,-0.2,3,-6,20,0
O=C(O)CCc1ccc(-c2ccccc2)n1NC(=O)c1sc2ccccc2c1Cl,10,-5.2,4,-3,-2.7,9,-12,18,3
C=CCN1C(=O)C2C(C(=O)NC3CCCC3)C3(C)C=CC2(O3)C1C(=O)NC1CCCC1 (stereo not drawn),1,-0.8,4,-6,-2.0,3,-2,2,5
CCSc1nnc(N2C(=O)C(O)=C(C(=O)c3ccco3)C2c2cccc(OC)c2)s1 (stereo not drawn),-2,-1.4,12,14*,-1.2,17,-46,13,-2
CCOC(=O)c1cccc(NC(=O)COc2nsnc2N2CCOCC2)c1,8,2.0,0,-8,0.1,2,-14,-3,8
O=C(CSCc1c(F)cccc1Cl)NCc1cccnc1,6,-4.4,-2,-2,-3.3,2,-1,-18,3
COc1ccc(-n2c(=O)cc(N3CCN(c4ccccc4)CC3)[nH]c2=O)cc1,10,-0.8,0,-3,-3.4,14,-13,-4,0
O=C(c1ccc2nsnc2c1)N1CCN(c2ccc([N+](=O)[O-])cc2)CC1,17,0.1,5,-8,-2.8,-2,-8,14,3
C/C(=N/NC(=O)C1CCCC1)c1ccc(NC(=O)C(F)(F)F)cc1,.,0.5,-3,-4,-1.6,-19,-3,1,2
CCOC(=O)C1(Cc2ccccc2)NC(c2ccccc2F)C2C(=O)N(CC)C(=O)C21 (stereo not drawn),5,2.0,0,-8,0.0,-7,-11,-2,3
O=C(c1cccc(F)c1)N1CCN(c2ccc([N+](=O)[O-])c(N3CCCCC3)c2)CC1,18,-1.9,0,1,-3.8,6,-17,-4,5
O=C(NCCc1ccccc1)c1ccc(NS(=O)(=O)c2ccc3[nH]c(=O)[nH]c3c2)cc1,-6,.,2,0,.,.,.,.,6
COC(=O)Cc1cnc(NC(=O)C2C3CCC(C3)C2C(=O)O)s1 (stereo not drawn),-9,-2.7,1,0,-3.0,-3,-10,30,-2
O=C(NCCN1CCNC1=O)C1CCC(=O)N(CCc2ccc(Cl)cc2)C1 (stereo not drawn),-6,-0.3,.,4,0.7,-1,-6,0,-1
Cc1[nH]n(-c2ccc(F)cc2)c(=O)c1C=Nc1ccc(S(=O)(=O)N(C)C)cc1,-3,-5.6,2,-4,-2.5,0,2,21,-6
Cc1ccc(CNC(=O)CN2C(=O)NC(C)(c3ccccc3Cl)C2=O)cc1 (stereo not drawn),1,-1.4,-4,-3,-0.2,-11,-6,5,-1
CC1CC(=O)Nc2ccccc2N1S(=O)(=O)c1ccc(C(F)(F)F)cc1 (stereo not drawn),-1,-2.2,3,-1,-3.4,0,3,3,3
CCOC(=O)CCN(Cc1cccs1)S(=O)(=O)c1ccc(F)cc1,-25,-2.0,-5,-7,-0.8,-8,-6,13,1
Cn1c(CSCc2ccc(Cl)cc2)nnc1SCC(=O)Nc1nc2ccccc2s1,-1,-2.1,1,-1,-3.2,-2,-6,5,6
O=C(CCNc1ccc(Cl)cc1)c1cccs1,13,-1.4,0,-3,-2.5,3,-14,4,-4
[O-]/[N+](=C\c1ccc(OC(F)F)cc1)c1ccccc1,-3,-4.8,6,-2,-4.6,1,-9,2,-2
N#Cc1ccc(Oc2ccc(S(=O)(=O)N3CCCC3)cn2)cc1,7,.,3,0,.,.,.,.,0
CC1(C)CC(=O)C2=C(C1)NC(=O)CC2c1cc(F)ccc1F (stereo not drawn),29,-1.1,0,-5,-0.9,2,-1,-10,0

# Screening data deposited in PubChem by several laboratories.
